Growth percent in the NCI-60 one-dose screen (48 h, 10 µM unless noted): 100 = growth as untreated, 0 = no growth, -100 = all killed.
HOP-62 – HOP-62 NSCLC; hit rate 3.9% among 80,000; AID 1794735
HOP-92 – HOP-92 NSCLC cells; AID 1794738; hit rate 6.3% among 71,000
SK-MEL-5 – SK-MEL-5 melanoma; hit rate 6.4% among 80,000; AID 1794755
M14 – M14 melanoma; hit rate 6.2% among 80,000; AID 1794745
LOX IMVI – LOX IMVI melanoma. hit rate 7.4% among 79,000
EKVX – EKVX NSCLC | hit rate 3% among 71,000 | AID 1794765
CCRF-CEM – CCRF-CEM leukemia; hit rate 7% among 77,000
A549/ATCC – A549/ATCC NSCLC; hit rate 3.7% among 81,000; AID 1794740
An asterisk follows results filed as active; / = not tested or not shown; & = joins results of further samples; [ ] = remark or other dose. How the source made its calls: active means growth percent below 10; inactive means the rest.

The first 2 entries as a preview:
No.	Molecule	SK-MEL-5	A549/ATCC	CCRF-CEM	HOP-92	EKVX	LOX IMVI	HOP-62	M14
1	COc1ccc(C2CC(c3cccc(Nc4nc(Cl)nc5cc(OC)c(OC)cc45)c3)=NN2C=O)cc1 (stereo not drawn)	94	105	97	97	85	/	112	104
2	NCCCCC(Br)C(=O)c1cc(=O)[nH]c2ccccc12 (stereo not drawn)	107	101	/	95	103	94	111	102

The whole of this part, previewed entries included:
No.	Molecule	SK-MEL-5	A549/ATCC	CCRF-CEM	HOP-92	EKVX	LOX IMVI	HOP-62	M14
1	COc1ccc(C2CC(c3cccc(Nc4nc(Cl)nc5cc(OC)c(OC)cc45)c3)=NN2C=O)cc1 (stereo not drawn)	94	105	97	97	85	/	112	104
2	NCCCCC(Br)C(=O)c1cc(=O)[nH]c2ccccc12 (stereo not drawn)	107	101	/	95	103	94	111	102
3	N#CC1=C(N)Oc2c(c(=O)[nH]c3ccccc23)C12c1cc(Br)ccc1-c1ccc(Br)cc12	83	86	70	69	88	90	105	89
4	Cc1ccc(OCC(=O)Nc2ccc(Oc3ccccc3)cc2)c([N+](=O)[O-])n1	44	/	88	74	89	90	80	75
5	O=C(CCCc1ccccn1)c1ccc(-c2ccccc2)cc1	102	109	85	/	109	101	105	102
6	CC(CN1CCN(CCOCCO)CC1)CN1c2ccccc2Sc2ccc(Cl)cc21 (stereo not drawn)	16	75	63	-3.3*	/	21	107	6.0*
7	CCOC(=O)c1sc(Nc2nc(O)c(C3=c4cc(Cl)ccc4=NC3=O)s2)nc1C	95	96	101	115	99	107	109	100
8	CC(=O)Nc1nnc(SCc2c(C)cc(C(C)(C)C)cc2C)s1	84	98	88	61	/	88	80	104
9	c1ccc(-c2noc(CCc3nnc(-c4ccccc4)o3)n2)cc1	94	99	89	114	101	99	103	99
10	COc1ccc2c(c1)C(=O)N(C)C2C1c2c(cc3c(c2OC)OCO3)CCN1C (stereo not drawn)	25	58	66	79	63	47	55	37
11	CSc1nc2c(c(=O)[nH]1)C1(C(=O)N(C)c3ccccc31)c1c(nc(SC)[nH]c1=O)N2	/	109	122	97	94	90	100	96
12	O=C1CC2C=CCN2C=C1NC(=O)c1ccncc1 (stereo not drawn)	102	91	94	102	94	100	83	100
13	CC1([N+](=O)[O-])COC(c2cccc3ccccc23)OC1 (stereo not drawn)	106	105	94	/	95	101	109	105
14	CCOC(=O)C(CCC(C)(C)C)(CCC(C)(C)C)C(=O)OCC	116	104	/	/	/	103	95	97
15	CCn1c(-c2cc3ccc2CCc2ccc(cc2)CC3)n[nH]c1=S	99	106	94	86	97	97	102	93
16	C=C(OC1(C(C)C)CCC2(C)OC2C1)C(C)(C)CCC(C)(O)C(=O)OC1(C)C=CC(O)(C(C)C)CC1 (stereo not drawn)	103	106	101	94	92	98	/	102
17	Nc1ncnc2scnc12	102	100	96	/	/	104	112	107
18	N#C/C(=C1C=C/C(=N/O)C(Br)=C/1)c1ccccc1	54	28	4.0*	-6.6*	/	1.0*	16	32
19	CC(C)CCC[C@@H](C)[C@H]1CC[C@H]2[C@@H]3CC=C4c5sc(Nc6cc(F)cc(F)c6)nc5CC[C@]4(C)[C@H]3CC[C@]12C	110	100	86	100	97	100	99	101
20	Cc1cc(C)cc(Nc2n[nH]c(-c3cccnc3)n2)c1	98	92	99	81	93	101	96	102
21	CC(C)(C)Nc1nc2cc(Cl)c(Cl)cc2nc1S(C)(=O)=O	-17*	94	-18*	-5.3*	58	-98*	88	5.7*
22	Cc1ccc(-n2cc(-c3ccccc3)c3c(SCC(=O)n4[nH]c(N)cc4=O)ncnc32)cc1	102	94	102	81	101	101	86	98
23	O=C(Oc1ccccc1[N+](=O)[O-])C1CCCN1C(=O)OCc1ccccc1 (stereo not drawn)	101	98	99	86	97	84	111	93
24	COc1ccc(C2=NN(/C=c3\s/c(=C(\C#N)C(=O)Nc4ccccc4C)n(-c4ccccc4)c3=O)C(c3ccc(OC)cc3)C2)cc1 (stereo not drawn)	109	108	112	115	99	/	98	110
25	CN(C)Cc1ccccc1O	103	103	91	59	101	92	100	96
26	COc1ccc2c(c1)c(-c1nc(-c3c[nH]c4ncccc34)cs1)cn2CCN	73	48	56	29	50	66	58	67
27	CC(=O)Oc1ccc(N2C(=O)C(Cl)=C(Nc3cccc(C(F)(F)F)c3)C2=O)cc1	105	94	77	100	103	89	97	105
28	CCOC(=O)/C(C#N)=C(\NC(=O)c1ccccc1)SC	100	95	99	92	93	93	90	102
29	CN1C(=O)N(C)C2Nn3c(s/c(=C\c4ccc(Br)cc4)c3=O)=NC21 (stereo not drawn)	104	101	100	97	102	96	90	93
30	CCN(CC)CCn1c(O)c(N=Nc2ccc(S(N)(=O)=O)cc2)c2ccccc21	106	98	95	97	98	101	96	100

No.	Molecule	SK-MEL-5	A549/ATCC	CCRF-CEM	HOP-92	EKVX	LOX IMVI	HOP-62	M14
31	CC(C)C(=O)n1ccc2nc(Cl)nc(Cl)c21	100	102	99	90	92	93	99	97
32	CC(Oc1ccc(C(=O)NS(=O)(=O)C(C)(C)C)cc1C(F)(F)F)c1ccc(Oc2cccnc2)cn1 (stereo not drawn)	99	103	107	109	96	101	98	98
33	Cc1cc(Cl)c(C)cc1Cl	100	100	113	93	102	95	93	105
34	CSc1nc(SC)c2[nH]cnc2n1	101	70	116	102	97	98	82	90
35	N#CC1=C(O)/C(=C\C=C\c2ccccc2)N(C(=O)c2ccccc2)C1=N	102	105	102	86	81	105	92	96
36	Nc1ccc(Sc2ccc([N+](=O)[O-])c3nonc23)cc1	88	90	28	103	92	80	92	89
37	CC1=C(CC(=O)O)c2cc(F)ccc2/C1=C\c1ccc(S(C)=O)cc1 (stereo not drawn)	103	105	95	/	103	107	113	101
38	CC(C)(C)c1nc(C(Cl)Cl)nc2cc(-c3ccccc3)nn12	99	100	98	102	101	107	98	104
39	COc1ccc(/C=C(\C#N)n2nc3cc(F)c(F)cc3n2)cc1	86	97	85	72	92	79	112	87
40	O=C(O)C1=C(C2CCCCC2)C(=O)c2ccccc21	97	105	105	127	104	96	/	99
41	Cc1cc(C)n(-c2nnc3n2N=C(c2ccccc2)CS3)n1	90	99	98	75	/	96	88	103
42	COC(=O)c1nn(C(=O)c2ccc(F)cc2)c2ccccc12	103	86	91	61	87	91	90	96
43	C=CCC(CC)C(=O)NC(=O)N1CCCc2ccccc21 (stereo not drawn)	103&101	105&96	97&87	59&87	109&94	98&97	94&95	107&100
44	COc1ccc(-n2c(-c3ccccc3)c(-c3ccccc3)c3c(SCc4n[nH]c(=S)o4)ncnc32)cc1	87	97	96	88	80	89	99	96
45	O=C(/C=C\c1ccccc1)CCN1CCCC1	100	104	75	79	101	61	102	97
46	COC(=O)[C@]12CCC(C)(C)C[C@H]1C1=CC[C@@H]3[C@@]4(C)Cc5c(n(CC#CCN6CCN(C)CC6)c6ccccc56)C(C)(C)[C@@H]4CC[C@@]3(C)[C@]1(C)CC2	101	83	68	93	97	120	119	99
47	CCCCn1cnc2c(SC)nc(N)nc21	93	106	92	78	104	105	98	99
48	COc1ccc2c(c1)C(=O)/C(=C/c1ccc(O)cc1)O2	88	92	104	-40*	/	45	91	93
49	CC(C)=CCC[C@](C)(O)[C@H]1CC[C@]2(C)[C@@H]1CC[C@@H]1[C@@]3(C)C/C(=C/c4cccc([N+](=O)[O-])c4)C(=O)C(C)(C)[C@@H]3CC[C@]12C	101	71	76	77	93	/	97	83
50	CCc1c(C)c2ccc3c(c2oc1=O)N=C(c1ccccc1)CO3	97	103	/	82	/	100	95	103
51	CC(=O)[C@H]1[C@H](C)C[C@H]2[C@@H]3CCC4=CC(=O)CC[C@]4(C)[C@@]3(F)[C@@H](O)C[C@@]21C	95	66	74	88	84	94	101	99
52	Cn1c(=O)[nH]c(=O)c2nc(/C=C(\O)c3ccco3)c(=O)[nH]c21	101	108	106	98	102	98	105	105
53	COc1c(B(O)O)cccc1-c1nc2ccc3[nH]ncc3c2c2c1CCC2	52	60	64	72	48	53	49	65
54	CC1CN1C(=O)c1ccc(C(=O)N2CC2C)c2ccccc12 (stereo not drawn)	103	103	115	67	106	98	98	96
55	CCCCCNCCCCCNc1cc(OC)cc2cccnc12	31	96	95	9.4*	101	95	79	87
56	Cc1nc(C)c(-c2nn3c(-c4cccc(F)c4)nnc3s2)s1	93	87	90	86	/	100	99	/
57	O=S(=O)(Oc1c(Cl)cc(Cl)cc1Cl)c1ccccc1	102	103	95	92	91	98	105	99
58	Cc1ccc(S(=O)(=O)NCCCNc2cc(-c3cn(C(C)(C)C)nc3-c3cccc(F)c3)ccn2)cc1	71	65	66	82	68	67	97	79
59	C=CC[N+](C)(C)C	105	100	/	86	/	92	107	107
60	CCn1cc(C(=O)O)c(=O)c2cc(F)c(N3CCN(C(=O)CO[N+](=O)[O-])CC3)cc21	105	99	101	102	95	101	96	98

In a second layout: results already given.
[59] C=CC[N+](C)(C)C
- SK-MEL-5 = 105
- A549/ATCC = 100
- CCRF-CEM = /
- HOP-92 = 86
- EKVX = /
- LOX IMVI = 92
- HOP-62 = 107
- M14 = 107

[6] CC(CN1CCN(CCOCCO)CC1)CN1c2ccccc2Sc2ccc(Cl)cc21 (stereo not drawn)
- SK-MEL-5 = 16
- A549/ATCC = 75
- CCRF-CEM = 63
- HOP-92 = -3.3*
- EKVX = /
- LOX IMVI = 21
- HOP-62 = 107
- M14 = 6.0*

[17] Nc1ncnc2scnc12
- SK-MEL-5 = 102
- A549/ATCC = 100
- CCRF-CEM = 96
- HOP-92 = /
- EKVX = /
- LOX IMVI = 104
- HOP-62 = 112
- M14 = 107

[34] CSc1nc(SC)c2[nH]cnc2n1
- SK-MEL-5 = 101
- A549/ATCC = 70
- CCRF-CEM = 116
- HOP-92 = 102
- EKVX = 97
- LOX IMVI = 98
- HOP-62 = 82
- M14 = 90

(list continues)
No.	Molecule	SK-MEL-5	A549/ATCC	CCRF-CEM	HOP-92	EKVX	LOX IMVI	HOP-62	M14
61	CC1=CC(C)(C)NC(=S)N1c1cccc(C)c1	108	112	93	105	100	100	112	112
62	O=S(=O)(Cl)c1cccc2cccnc12	109	100	/	90	105	103	102	98
63	CC/C(=C(/c1ccc(Cl)cc1)c1ccc(OCCN(C)C)cc1)c1ccc(Cl)cc1	86	61	63	84	74	65	79	88
64	CC(=O)n1nc(C(=O)OCC(C)(C)C)c2ccccc21	91	85	98	90	96	90	97	101
65	O=C1/C(=c2\c3ccccc3n3c(=O)c4ccccc4nc23)Nc2ccccc21	97	80	93	96	59	93	98	95
66	Cc1nc2c(c(=O)[nH]1)C(c1ccccc1Cl)c1ccc3ccccc3c1O2 (stereo not drawn)	86	102	93	78	96	92	77	85
67	CCN1CCN(C(=O)[C@]23CC[C@@H](C)[C@H](C)[C@@H]2C2=CC[C@@H]4[C@@]5(C)C/C(=C/c6cccnc6)C(=O)C(C)(C)[C@@H]5CC[C@@]4(C)[C@]2(C)CC3)CC1	-23*	32	8.8*	57	41	15	44	41
68	O=C(Nc1c(Cl)cccc1Cl)Nc1c(Cl)cccc1Cl	107	107	112	99	102	95	100	102
69	CCCCCC(Br)C(Br)CC(Br)C(Br)CCCCCCCC(=O)c1ccc2ccccc2c1O (stereo not drawn)	109&105	96&88	85	101&94	103&102	103&102	97&94	95
70	CC(=O)Nc1c(Cl)cc2c(c1Cl)Cc1cc(C#N)ccc1-2	83	83	97	/	48	79	74	81
71	COc1ccc(-c2[nH]ncc2C2OC[C@@]3(C)[C@H]4CCC5(C)OC(C6=CCOC6=O)C[C@H]5[C@]4(C)CC[C@H]3O2)cc1 (stereo partly drawn)	80	86	95	/	85	85	84	92
72	N#Cc1c(N)n2c(nc1=Nc1ccc(Cl)cc1)sc1cc(Cl)ccc12	61	75	92	77	62	80	97	62
73	NS(=O)(=O)c1ccc(CCN2C(=O)/C(=C\c3ccccc3)C=C2c2ccc(Cl)cc2)cc1	99	99	101	76	89	100	95	99
74	Cc1cn(N2C(=O)CSC2c2ccc(C3SCC(=O)N3n3cc(C)c(-c4ccccc4)nc3=S)cc2)c(=S)nc1-c1ccccc1 (stereo not drawn)	100	98	104	111	100	98	103	104
75	COc1cc(NC(C)CCCNC(=O)CCC(=O)NCCCNCCCCCCCCNCCCNC(=O)CCC(=O)NCCCC(C)Nc2cc(OC)cc3cccnc23)c2ncccc2c1 (stereo not drawn)	97	63	59	54	80	36	85	84
76	O=C(/C=C/c1ccc(Cl)cc1Cl)Nc1ccccc1F	87	83	90	85	83	97	79	91
77	COC(=O)Cc1[nH]c(SC)nc1C(=O)OC	99	97	96	95	107	105	102	102
78	COc1ccc(Cl)cc1Nc1nc(C(F)(F)F)ccc1C(=O)N/N=C/c1c(Cl)cccc1Cl	13	/	14	71	60	32	58	71
79	COc1ccc(CN2[C@H](C)C=C[C@H](C(C)C)N(Cc3ccccc3)S2(=O)=O)cc1	106[1.25 µM]	90[1.25 µM]	91[1.25 µM]	121[1.25 µM]	104[1.25 µM]	102[1.25 µM]	107[1.25 µM]	110[1.25 µM]
80	CCCCC/C=C/C/C=C/CCCCCCCCNC(=O)Nc1ccccc1OC	96	109	82	107	90	96	148	109
81	O=c1oc2ccc(Br)cc2cc1C1=CSc2nc3sc4c(c3c(=O)n2N=C1)CCCC4	97	105	84	/	97	86	81	92
82	Cc1cc(C)c(O)c(CNCCCNCc2cc(C)cc(C)c2O)c1	62	79	68	41	75	40	75	-66*
83	O=C1/C(=C/c2cccc(OCCCc3ccccc3)c2)Oc2cc(OCCN3CCCCC3)ccc21	79	88	87	49	77	68	92	72
84	CCCC(=O)CC(=O)CC(C)C	100	103	103	94	/	93	/	102
85	COc1cc2oc(-c3cccc(NC(=O)[C@@H](NC(=O)OC(C)(C)C)C(C)C)c3)cc(=O)c2c(OC)c1OC	71	89	75	61	94	94	113	128
86	COc1ccc(-c2cc(-c3cc(OC)c(OC)c(OC)c3)c(C#N)c(N)n2)cc1OC	83	98	95	64	87	106	83	/
87	COc1cc(/C=N/NC(=O)Cn2c(C(C)C)nc3ccccc32)ccc1OCc1ccccc1	83	88	92	/	91	94	91	105
